GLP-1R inv ag = GLP-1 receptor (human) inverse agonism. P43220. HEK293 GLP-1R CRE-luciferase, luminescence, 24 h; GLP-1R form is constitutively active. Potency, µM (series often up to 38.3 µM), for the others: at the highest dose activity change, negative = inhibition, usual class: inhibitors. 410,000 tested, 1.6% active. AID 624417; also: potency is read from the fitted curve at half-maximal effect; % is scaled to controls: 0 for no effect and ±100 for the full control effect; nearly all actives have a fitted effect of over 55% in size
Target sequence (P43220 whole entry, looked up): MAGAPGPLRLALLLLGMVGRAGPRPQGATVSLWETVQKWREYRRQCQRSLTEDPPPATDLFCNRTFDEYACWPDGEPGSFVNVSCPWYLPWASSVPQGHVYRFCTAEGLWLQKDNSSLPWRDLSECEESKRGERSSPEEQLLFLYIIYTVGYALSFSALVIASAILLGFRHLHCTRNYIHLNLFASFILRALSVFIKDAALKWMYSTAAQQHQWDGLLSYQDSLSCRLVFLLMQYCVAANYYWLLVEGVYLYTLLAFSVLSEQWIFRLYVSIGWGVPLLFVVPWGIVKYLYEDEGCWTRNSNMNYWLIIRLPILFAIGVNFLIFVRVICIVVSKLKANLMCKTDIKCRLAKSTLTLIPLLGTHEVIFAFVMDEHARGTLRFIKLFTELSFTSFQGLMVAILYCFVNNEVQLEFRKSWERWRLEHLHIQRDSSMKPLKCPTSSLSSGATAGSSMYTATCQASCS
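Luminescence readout: a drop in cAMP-driven luciferase signal flags inverse agonism at a constitutively active GLP-1R stably expressed in HEK293. Compound exposure lasted 24 hr at 37 deg C, 5% CO2.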
PTHR1 ag = activates the human parathyroid hormone receptor PTHR1; HEK293 GP2 PTHR1 cells, GloSensor cAMP luminescence, 1 h; 410,000 tested, 0.075% active; Potency, µM (top dose mostly 115 µM), for the others: top-dose activation, actives largely listed as activators; Q03431; also: potency is read from the fitted curve at half-maximal effect; nearly all actives have a fitted effect of over 55% in size; some results filed as inactive show a strong effect at the top dose; inactives centre near -15; many of its hits are not listed in these tables
Target sequence (Q03431 whole entry, looked up): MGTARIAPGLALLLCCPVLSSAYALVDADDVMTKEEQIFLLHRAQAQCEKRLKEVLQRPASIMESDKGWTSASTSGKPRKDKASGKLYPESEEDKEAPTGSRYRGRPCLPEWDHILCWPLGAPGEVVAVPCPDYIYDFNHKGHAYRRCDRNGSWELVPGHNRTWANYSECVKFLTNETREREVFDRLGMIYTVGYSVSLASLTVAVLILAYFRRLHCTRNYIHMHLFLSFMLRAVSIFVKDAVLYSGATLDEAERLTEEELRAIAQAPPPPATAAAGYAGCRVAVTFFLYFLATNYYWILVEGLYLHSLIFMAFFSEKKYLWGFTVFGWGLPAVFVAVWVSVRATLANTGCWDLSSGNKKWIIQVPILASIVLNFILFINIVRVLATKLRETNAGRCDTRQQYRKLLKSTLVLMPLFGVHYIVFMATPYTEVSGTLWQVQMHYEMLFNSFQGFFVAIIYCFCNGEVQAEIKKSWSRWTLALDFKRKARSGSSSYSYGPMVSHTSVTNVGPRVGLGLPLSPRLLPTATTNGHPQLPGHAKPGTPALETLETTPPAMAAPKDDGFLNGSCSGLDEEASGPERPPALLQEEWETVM
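HEK-293-derived GP2 cells expressing PTHR1 and a GloSensor cAMP reporter, 3,000/well, plated overnight, given luciferin plus IBMX (each 0.5 mM as added) for 1 h at 37 °C, then compound for 1 h at 37 °C. Luminescence was read after 15 min at room temperature.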
Mm-Cpn inhibitor = inhibitors of Methanococcus maripaludis chaperonin (MmCpn); AID 504842; purified Mm-Cpn ATPase, ADP Transcreener TR-FRET; 330,000 tested, 0.031% active; Potency, µM (doses to about 76.9 µM), for the others: at the highest dose activity, negative = inhibition, usual class: inhibitors; also: potency is read from the fitted curve at half-maximal effect; % is scaled to controls: 0 for no effect and ±100 for the full control effect; nearly all actives have a fitted effect of over 80% in size
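Inhibition of chaperonin ATP hydrolysis is measured as reduced ADP production, detected by competitive TR-FRET in which signal falls with ADP. Final enzyme 25 nM and ATP 10 uM, reacted 30 min at 37°C.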
Akt phos inh = inhibitors of Akt phosphorylation; Neuro2A IGF-stimulated pAkt S473 HTRF, 20 min; active compounds read low; activity change, % for hits at 50 µM; 360,000 tested, 0.32% active; AID 651550; in the data active = activity change below about -80%; inconclusive = mostly about -51% to -80%; also: % is scaled to controls: 0 for no effect and ±100 for the full control effect
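Neuro2A cells in DMEM with 0.5% FBS, overnight at 37 deg C, given compound at single 50 µM final, then IGF (6 nM final) for 20 min at 37 deg C. Lysed; phospho-Akt Ser473 by HTRF after 24 h, 665/615 ratio.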
TDP43 rescue = TDP-43 toxicity inhibition in yeast. TDP-43 expressing yeast growth rescue, BacTiter-Glo, 24 h. Potency, µM (series often up to 46.1 µM), without a hit: at the top dose growth rescue (activation), hits mostly activators. 410,000 tested, 1.8% active; also: potency is read from the fitted curve at half-maximal effect; % of control where 0% means no effect; nearly all actives have a fitted effect of over 50% in size
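Galactose-induced TDP-43 yeast, OD600=0.02, compound pinned; 24 hr, 30 deg C; BacTiter-Glo luminescence for growth. Inhibitors of TDP-43 toxicity read as activators.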
FUS yeast rescue = rescues growth of FUS-expressing yeast; S. cerevisiae FUS-expressing, growth rescue, OD600, 24 h; Potency, µM (titrated, usually from 76.6 µM), inactives show at the highest dose growth rescue (activation), actives largely listed as activators; 390,000 tested, 0.24% active;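 also: potency is read from the fitted curve at half-maximal effect; plate controls were DMSO vehicle for no effect and reference control for full effect; nearly all actives have a fitted effect of over 55% in size; some results filed as inactive show a strong effect at the top dose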
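Quantitative HTS measuring growth restoration of FUS-toxic yeast. Galactose-induced cells (OD 0.005) were exposed 24hr at 30C to compounds at several concentrations, then absorbance at 600 nm was recorded.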
Abeta rescue = restores growth of yeast expressing A-beta42 peptide; yeast expressing A-beta42, growth rescue, OD600, 48 h; response scale: 0% DMSO, 100% iron-clioquinol control; Potency, µM (titrated, usually from 46.1 µM), for the others: at the top dose growth rescue, most hits filed as activators; 410,000 tested, 0.063% active; AID 1347071; also: potency is read from the fitted curve at half-maximal effect; nearly all actives have a fitted effect of over 55% in size
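Yeast A-beta toxicity model in growth medium with pinned compounds, 48 h at 30 C; growth read as absorbance at 600 nm. Normalized to FeCl3/clioquinol equimolar mix (positive) and DMSO (negative).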
aSyn yeast inh = inhibitors of alpha-synuclein toxicity in yeast; Yeast expressing alpha-synuclein, growth rescue, BacTiter-Glo, 24 h; Potency, µM (titrated, usually from 46.1 µM), inactives show at the top dose growth rescue (activation), most hits filed as activators; 370,000 tested, 0.14% active; also: potency is read from the fitted curve at half-maximal effect; % of control where 0% means no effect; nearly all actives have a fitted effect of over 65% in size
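Rescue of yeast growth: cells expressing toxic alpha-synuclein, induced in galactose at OD600 0.02, incubated with compound 24 h at 30 C. ATP luminescence quantified growth; inhibitors of toxicity appear as activators.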
GLP1R cytotox = cytotoxicity in counter-screen for GLP-1R inverse agonists; HEK293 cAMP-luciferase reporter cells, luminescence, 24 h; Potency, µM (series often up to 38.3 µM), for the others: at the highest dose activity change, negative = inhibition, usual class: inhibitors; 410,000 tested, 0.13% active;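 also: loss of luciferase light is scored as toxicity; potency is read from the fitted curve at half-maximal effect; % is scaled to controls: 0 for no effect and ±100 for the full control effect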
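Cells in DMEM/10% Nu serum/1% pen-strep, 1536-well format. Pre-incubated 12 h, dosed with 23 nL compound, incubated a further 24 h. Luciferase detection, 12 min at room temp, luminescence.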
An asterisk follows results filed as active; i = inactive; ? = inconclusive; . = no result given; [ ] = another dose, or the depositor's remark. Unless noted, calls follow the shape of the dose curve; as a rule, active = well fitted curve in the direction sought with a large enough effect; inconclusive = small, poorly fitted or top-dose-only effect, or another doubt; inactive = no such curve, though single readings can be large; an effect the other way counts as inactive or inconclusive.

SMILES	GLP-1R inv ag	PTHR1 ag	Mm-Cpn inhibitor	Akt phos inh	TDP43 rescue	FUS yeast rescue	Abeta rescue	aSyn yeast inh	GLP1R cytotox
Cc1occc1C(=O)NNC(=O)c1ccc(Br)o1	4%	i	0%	i	-26%	-4%	-14%	1%	-18%
CCCCn1nnnc1SCC(=O)c1ccc(C)c(C)c1	?	i	-3%	i	-18%	36%	-14%	0%	-3%
CC1(C)CC(NC(=O)COc2ccc3ccc(=O)oc3c2)CC(C)(C)N1	32%[activator]	i	1%	i	0%	23%	-3%	0%	9%
COc1cccc(-c2n[nH]c(=S)n2Cc2ccco2)c1OC	21%	-13%	0%	i	-13%	-11%	10%	0%	4%
Cn1ccs/c1=N\S(=O)(=O)c1ccc(C(C)(C)C)cc1	30%	-6%[57.5 µM]	0%	i	-1%	5%	1%	2%	-2%
CSc1nnnn1-c1ccc(C)c(Cl)c1	10%	-18%	0%	i	19%	5%	6%	0%	11%[1.53 µM]
Cc1ccc(NC(=O)C2CCCN(S(=O)(=O)c3ccc(C)cc3)C2)cc1 (stereo not given)	-9%	-29%	.	.	24%	-3%	0%	.	2%
O=C(c1cc(Br)ccc1Cl)N1CCN(c2ccc(N3CCOCC3)nn2)CC1	?	i	0%	i	1%	-2%	-6%	-4%	-1%
COc1ccc(NC(=O)Cn2c(=O)n(Cc3ccco3)c(=O)c3ccccc32)cc1	1%	-1%	1%	i	10%	15%	9%	-5%	3%
COc1ccccc1NC(=O)/C(=N/OCc1ccc(F)cc1)C(C)=O	-34%	-14%	0%	i	28%	17%	31%	6%	-6%
Cn1c(SCC(=O)C(C)(C)C)nnc1-c1ccncc1	0%	i	-10%	i	-25%	29%	-15%	0%	0%
Cc1ccc(NC(=O)Nc2ccc(S(N)(=O)=O)cc2)cc1	10%[7.66 µM]	-1%	0%	i	8%[9.22 µM]	9%	-5%	-6%	-5%[7.66 µM]
COc1ccc2[nH]cc(CCNC(=O)c3cnn(-c4ccccc4Cl)c3C3CCN(C(=O)OC(C)(C)C)CC3)c2c1	-73%	i	.	.	?	11%	1%	.	-24%
C[C@@H]1CN([C@H](C)CO)C(=O)c2cc(Br)cnc2O[C@H]1CN(C)C(=O)c1ccccc1	16%	-18%	.	i	?	8%	1%	-6%	0%
Cc1ccc(C(=O)CN(Cc2ccccc2)C2=NCCS2)cc1	?	-4%	-2%	i	6%	.	3%	1%	0%
CSc1nc2ccc(NC(=O)CSc3nnc(N)s3)cc2s1	8%	-5%[57.5 µM]	0%	i	-3%	19%	5%	-1%	-6%
O=c1nc(-c2ccccc2)n(-c2ccccc2)[nH]1	1%	-8%	-3%	i	7%	-20%	6%	4%	1%
Nc1c(-c2ccccc2)cnc2ncnn12	-23%	i	-1%	i	?	1%	2%	1%	-13%
CCCCCc1c2c(cc(O)c1C(=O)O)OC(=O)c1cc(C(=O)CCCC)c(OC)cc1O2	?	-36%[inhibitor]	0%	i	9%	-6%	-16%	-2%	-11%
COc1cccc(N2CCN(C(=O)Cn3cnc4onc(-c5ccc(F)cc5)c4c3=O)CC2)c1	?	-72%[inhibitor]	.	.	?	?	17%	?	8%
O=C(CN1C(=O)NC2(CCCc3ccccc32)C1=O)c1ccc(F)c(F)c1 (stereo not given)	?	i	1%	i	21%	29%	17%	7%	1%
Cc1cc(NC(=O)c2ccc3sc([C@@H]4O[C@H](CO)[C@H](O)[C@H](O)[C@H]4O)nc3c2)n(C)n1	3%	-23%	.	i	0%	-22%	4%	0%	0%
COc1ccccc1NC(=S)N1CCC(c2nc3ccccc3o2)CC1	13%	-15%	3%	i	22%	23%	12%	13%	-6%
COc1cc(C(=O)Nc2ccc(-n3c(C)nc4ccccc4c3=O)cc2)cc(OC)c1OC	15%	-15%	.	.	0%	13%	-8%	.	-7%
O=C(CN1CCN(c2ncc(C(F)(F)F)cc2Cl)CC1)N1CCN(c2ncc(C(F)(F)F)cc2Cl)CC1	4.5µM*	-89%[inhibitor]	0%	i	-12%	62%	-15%	-14%	3%
Nc1ccc2oc3ccc(N)cc3c(=O)c2c1	114%[activator]	-15%[57.5 µM]	-4%	i	-14%	49%	-18%	-2%	-4%
Cc1cc2oc(=O)cc(CNc3ccccc3F)c2cc1O	?	-84%[inhibitor]	-1%	i	0%	15%	7%	-8%	0%
O=C(CCN1CCCO1)N1CCCC(N2CCN(c3ccccc3F)CC2)C1 (stereo not given)	18%	-34%[inhibitor]	1%	i	-3%	10%	-6%	0%	-7%
Cc1cccc(Cc2c(C)nc3nc(SCc4cccc(F)c4)nn3c2C)c1	-17%	i	.	.	-18%	?	-14%	.	-11%
Cc1ccc(S(=O)(=O)N2C[C@H]3C(=O)C[C@@H](c4ccccc4)N(S(=O)(=O)c4ccc(C)cc4)[C@H]3C[C@H]2c2cccc(Cl)c2)cc1	-26%	-15%	.	i	0%	8%	-6%	-1%	-5%
Cc1cccc(N(CC(=O)NCCSCc2ccc(Cl)cc2)S(C)(=O)=O)c1C	?	-19%	.	.	16µM*	30%	?	.	-8%
CC(C)c1nnc(NC(=O)c2cc3ccccc3o2)s1	24%	-21%	-1%	i	-11%	12%	-2%	-8%	3%
Cc1ccc(-n2cc(C(=O)Oc3ccc(F)cc3)c3ccccc3c2=O)cc1	-8%	-24%	.	.	24%	-9%	-7%	.	1%
CN(Cc1nc(Cc2cccc(C(F)(F)F)c2)no1)C1CC(C)(C)NC(C)(C)C1	?	i	-3%	i	-2%	4%	9%	-4%	-5%
Cc1ccccc1S(=O)(=O)NC(=O)C1(C)CCN1C(=O)CC1CCCC1 (stereo not given)	-25%	i	.	i	0%	-3%	6%	1%	4%
Cc1cc(C)c(NS(=O)(=O)c2ccc(Cl)c(C(=O)O)c2)c(C)c1	3%	?	1%	i	-9%	16%	-10%	-1%	12%
O=C(NCc1ccccc1)C1Cc2ccccc2CN1C(=O)c1ccco1 (stereo not given)	-20%	i	-4%	i	0%	?	-2%	6%	-5%
CC(C)C(CCNC1CCN(C)CC1)c1ccc(Cl)cc1 (stereo not given)	?	i	2%	i	4%	-11%	-7%	8%	?
Cc1nc(-c2ccccc2)sc1C(=O)Nc1ccccc1F	84%[activator]	-27%	0%	i	13µM*	0%	6%	0%	21%
COc1ccc(/C=C\C(=O)NC2CC(=O)N(c3ccc(F)cc3)C2)cc1OC (stereo not given)	5%	-43%[inhibitor]	.	.	23%	25%	-4%	.	1%
CC(=O)Nc1ccc(OC(=O)c2ccc(Cl)cc2)cc1	12%	?	-9%	i	6%	9%	20%	1%	-1%[1.53 µM]
CCn1ccnc1CN1CCN(CC(C)C)C(CCO)C1 (stereo not given)	-1%	-6%	-4%	i	7%[9.22 µM]	-8%	2%	7%	-9%
CC(=O)c1cccc(N(C(=O)Cn2nnc3ccccc32)C(C(=O)NC2CCCCC2)c2cn(C)nc2C)c1 (stereo not given)	1%	i	0%	i	-1%	1%	-11%	?	3%
O=C(C1CCCCC1)N1CCCn2c1nc1ccccc12	10%	-15%[57.5 µM]	-2%	i	-4%	6%	14%	-10%	-7%
CCn1c(=O)c(C(=O)CC#N)c(N)n(Cc2ccccc2)c1=O	12%	i	-3%	i	8%	-28%	2%	3%	3%
CC(c1ccccn1)N(CCN(C)C)C(=S)Nc1ccccc1F (stereo not given)	-8%	i	2%	i	-23%	4%	0%	-15%	-21%
O=C(CN1CCc2ccccc21)NCc1ccccc1Cl	?	i	1%	i	14%	.	-7%	18%	9%
CCO[C@@H]1OC(C(=O)NC2CC2)=C[C@H](C2CC2)[C@H]1CCCO	10%	i	-1%	i	0%	-13%	-6%	-5%	0%
CCN(CC)c1cc2c(cc1F)c(=O)c(S(=O)(=O)c1ccccc1)cn2Cc1ccccc1	-9%	-10%	.	.	22%	-15%	11%	.	8%
Cn1nc(N)c2c(-c3ccccc3)c(C#N)c(N)nc21	73%[activator]	i	-2%	i	0%	-1%	-5%	2%	0%[1.53 µM]
(more compounds)
SMILES	GLP-1R inv ag	PTHR1 ag	Mm-Cpn inhibitor	Akt phos inh	TDP43 rescue	FUS yeast rescue	Abeta rescue	aSyn yeast inh	GLP1R cytotox
CC[C@@H]1C=C(C(=O)O)[C@H](c2ccc(F)cc2)N1S(=O)(=O)c1ccc(C)cc1	-1%	26%	0%	i	9%	-6%	-11%	1%	1%
OCCNCC(O)CN1c2ccccc2Sc2ccccc21 (stereo not given)	?	i	-1%	i	-21%	13%	-1%	-6%	8%
Cc1c(NC(=O)CSc2nnc(Nc3ccccc3)s2)c(=O)n(-c2ccccc2)n1C	1%	i	2%	i	1%	.	-2%	1%	-6%
Cc1cc(C(=O)N/N=C/c2ccc(N(C)C)cc2)c2ccccc2n1	?	-32%[inhibitor]	-5%	i	10%[9.22 µM]	5%	-10%	-11%	11%[7.66 µM]
Cc1ccc(-c2nc3c(cnn3-c3ccccc3)c(=O)n2-c2cccc(Cl)c2)cc1	4.5µM*	i	.	.	18%	13%	-3%	.	-2%
C=CCN(CC=C)C(=O)c1ccc(OC2CCN(Cc3ccccn3)CC2)cc1	-18%[7.66 µM]	i	-1%	i	7%[9.22 µM]	3%	0%	0%	-12%[7.66 µM]

Bioassay records deposited in PubChem by National Center for Advancing Translational Sciences (NCATS).

A portion of the library; the hit share may differ from the screen's.
